# PMI activator = increases human mannose-6-phosphate isomerase activity; P34949; purified human PMI, coupled resazurin fluorescence, 20 min; active compounds read high; 1 = vehicle control, 0 substrate-free wells; activation factor at 20 µM; 0.005% of 190,000 active; AID 1214;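 active = activation factor of 2 or more at 20 µM, relative to plate controls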
# FLuc stim CS = firefly luciferase counter-screen for stimulation assays | P08659 | ATPlite luciferase biochemical, luminescence, 10 min; 0 = ATP-free wells, 1 = DMSO control | activation factor at 10 µM | 200,000 tested, under 10 active | AID 1027;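 active = luciferase activation factor, scaled between plate controls, of at least 2 with compound at 10 µM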
# Target sequence (P08659 whole entry, looked up): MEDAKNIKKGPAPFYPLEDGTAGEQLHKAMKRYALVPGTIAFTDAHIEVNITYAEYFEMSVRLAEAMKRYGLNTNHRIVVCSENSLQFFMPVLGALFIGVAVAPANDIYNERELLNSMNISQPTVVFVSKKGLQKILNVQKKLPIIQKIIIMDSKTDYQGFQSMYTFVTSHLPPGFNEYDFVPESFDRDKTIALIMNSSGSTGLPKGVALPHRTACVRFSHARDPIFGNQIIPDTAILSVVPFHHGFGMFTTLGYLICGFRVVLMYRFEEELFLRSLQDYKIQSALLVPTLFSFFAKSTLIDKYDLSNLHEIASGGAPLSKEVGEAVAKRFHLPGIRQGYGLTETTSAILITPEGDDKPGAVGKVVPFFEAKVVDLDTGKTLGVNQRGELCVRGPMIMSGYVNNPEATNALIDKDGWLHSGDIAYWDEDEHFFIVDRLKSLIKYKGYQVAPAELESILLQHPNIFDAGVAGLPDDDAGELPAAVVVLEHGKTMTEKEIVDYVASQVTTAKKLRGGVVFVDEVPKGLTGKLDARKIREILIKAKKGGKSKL
#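 Assay system: Luciferase/luciferin detection reagent, cell-free biochemical luciferase assay / Also added: ATP substrate / Schedule: 10 min at ambient temperature / Measured by: luminescence measurement of luciferase light output / Benchmarks: low control with PBS replacing ATP, high control enzyme plus ATP without compound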
# bIAP act = increases bovine intestinal alkaline phosphatase activity. activation factor at 20 µM. purified bovine IAP, CDP-star luminescence, 30 min; active compounds read high; fold of DMSO-control signal, blank-subtracted. 0.17% of 200,000 active. AID 1016;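 active = activation factor of 2 or more at 20 µM, a signal rise over negative controls twice the positive control's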
# PMI act satM6P = activators of human phosphomannose isomerase at near-saturating mannose 6-phosphate; P34949; AID 1216; activation factor at 20 µM; 0.34% of 190,000 active; coupled PMI enzyme assay, resazurin fluorescence, 20 min; active compounds read high; 1 = untreated enzyme, 0 = substrate-free blank;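 active = activation factor of 2 or more at 20 µM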
#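 test system = human PMI in coupled enzyme assay | medium = HEPES-buffered pH 7.4 with magnesium and detergent | also added = 1.0 mM mannose-6-phosphate substrate with 0.22 mM NADP+ | compound = 20 µM single dose | times = 20 min incubation at room temperature | measured by = resorufin fluorescence (Ex 544/Em 590 nm) from resazurin via diaphorase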
# TNAP inh hiacc = blocks human TNAP under high phosphate acceptor concentration; P05186; 0.03% of 200,000 active; inhibition, % at 20 µM; purified TNAP, CDP-star luminescence, 1 M DEA;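 active = over 50% inhibition of tissue-nonspecific alkaline phosphatase at 20 µM in the single-dose screen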;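 also: plate controls were DMSO wells for no effect and EDTA-quenched wells as full inhibition for full effect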
# Target sequence (P05186 whole entry, looked up): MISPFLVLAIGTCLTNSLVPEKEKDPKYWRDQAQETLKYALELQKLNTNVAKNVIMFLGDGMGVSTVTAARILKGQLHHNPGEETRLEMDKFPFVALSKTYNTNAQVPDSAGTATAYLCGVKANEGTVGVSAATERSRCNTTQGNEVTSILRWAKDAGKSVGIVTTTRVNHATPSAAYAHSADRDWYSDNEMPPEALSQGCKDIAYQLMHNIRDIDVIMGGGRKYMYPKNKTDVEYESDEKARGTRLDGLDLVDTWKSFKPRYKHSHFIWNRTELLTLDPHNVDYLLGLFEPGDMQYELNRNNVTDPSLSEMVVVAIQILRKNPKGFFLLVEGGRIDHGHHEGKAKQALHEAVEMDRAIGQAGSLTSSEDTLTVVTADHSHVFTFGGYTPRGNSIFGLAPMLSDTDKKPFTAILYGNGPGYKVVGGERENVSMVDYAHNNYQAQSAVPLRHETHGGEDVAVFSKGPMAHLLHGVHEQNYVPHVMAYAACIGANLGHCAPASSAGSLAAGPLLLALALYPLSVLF
# APP 5'UTR act = APP 5'UTR luciferase reporter activation | activation, % at 2 µM | SH-SY5Y APP 5'UTR luciferase reporter, luminescence; zero percent = DMSO vehicle wells | 1% of 190,000 active | AID 1276;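 active = activation above a set limit, based on mean plus 3 SD of controls, cut at about 140% in these data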; also: values of inactives mirror those of a sister screen read the other way
# TNAP act hiacc = activators of human TNAP at high phosphate acceptor concentration | P05186 | purified TNAP, CDP-star luminescence, 1 M DEA, 30 min; active compounds read high; 0 = EDTA background, 1 = DMSO-only activity | activation factor at 20 µM | 200,000 tested, under 10 active;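 active = activation factor at least 2 at 20 µM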
#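 Test system – human TNAP · Doses – 20 µM single point · Incubation – 30 min, room temperature · Signal – luminescent substrate turnover signal · Read-out basis – activation factor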
# TNAP inh noacc = blocks human TNAP activity with no phosphate acceptor present | purified TNAP, CDP-star luminescence, 30 min | inhibition, % at 20 µM | 0.26% of 200,000 active | AID 1012;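 active = tissue-nonspecific alkaline phosphatase inhibition above about 50% at 20 µM in the single-dose screen, limit read from the data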;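 also: 0% = DMSO negative control and 100% = EDTA positive control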
# FLuc inhib CS = counter-screen for luciferase assay inhibitors: firefly luciferase inhibition. AID 1006. inhibition, % at 10 µM. 1.5% of 200,000 active. ATPLite firefly luciferase biochemical luminescence, 10 min;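 active = inhibition above about 50% when tested at 10 µM, limit read from the data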
# NF-kB neuron act = compounds increasing NF-kB expression in human neuronal cells; 1.6% of 190,000 active; NF-kB reporter expression; active compounds read high; fold change at 12.5 µM; in the data active = fold change above about 3.3
# An asterisk follows results filed as active; x = not tested or not shown.
# Sequence of screens: TNAP act hiacc, PMI activator, TNAP inh hiacc, TNAP inh noacc, FLuc stim CS, APP 5'UTR act, bIAP act, NF-kB neuron act, PMI act satM6P, FLuc inhib CS
Cc1ccc2c(C(=O)CN3CCC4(CC3)OCCO4)c(C)[nH]c2c1
  1.1, 1, -5.8, -10.6, 1, 6.7, 1, 0.89, 1, -4.9
CCOC(=O)C1=C(N)N2C(=O)C(C)SC2=C(C(=O)OC)C1c1ccccc1OC (stereo not given)
  1, 0.8, 0.3, -5.9, 1, -5.7, 0.9, 1.23, 0.8, -0.8
COC(=O)c1c[nH]n2c(=O)cc(C)nc12
  1, 1, -1.4, -5.0, 1, -13.0, 0.9, 1.12, 1.1, 3.0
CC(C)C(=O)NC(=O)COC(=O)/C=C/c1cccs1
  1.1, 1.1, -6.9, -4.4, 1, 36.3, 1.1, 1.36, 1, 3.0
CCN(CCn1cccn1)C(=O)CC1C(=O)NCCN1CC1CCCCC1 (stereo not given)
  1.1, 1, -7.8, -2.0, 1.1, -4.7, 1.1, 0.95, 0.7, -5.2
Cc1ccccc1C(=O)Nc1cccc(C#N)c1
  1, 1, 0.4, -7.5, 1, 13.3, 0.9, 1.32, 1, -2.5
O=C(O)c1ccccc1C(=O)NNc1ccc(Cl)cc1
  1, 1.6, -1.4, -9.9, 1, 7.4, 1, 1.47, 2.4*, -4.3
Cc1ccc(NC(=O)CC(O)(C(F)(F)F)C(F)(F)F)cc1
  1, 1, -3.0, -11.1, 1, -8.7, 0.9, 1.09, 1, 2.9
O=C(NCc1ccccn1)[C@H]1C[C@@H]1[C@H](NP(=O)(c1ccccc1)c1ccccc1)c1ccccc1
  1, 1, 2.0, -5.5, 1, 1.4, 0.8, 0.98, 0.9, -3.9
COc1ccc(C2/C(=C(/O)c3ccccc3)C(=O)C(=O)N2CCO)cc1 (stereo not given)
  1, 0.9, -2.3, -10.3, 1.1, 9.8, 1, 1.04, 1, -5.6
COC(=O)/C(=C\c1cc(OC)c(OC)c(OC)c1)c1nc2ccccc2[nH]1
  1, 1, -1.3, -17.3, 1, 19.6, 1.3, 1.89, 0.9, 0.2
O=C(NCCN1C(=O)C2C3C=CC(C3)C2C1=O)Nc1ccc(Br)cc1 (stereo not given)
  1.1, 1.1, -6.6, 2.4, 0.9, x, 1, 2.24, 1.1, 12.1
CCN(CC)S(=O)(=O)c1ccc(Cl)c(NC(=O)CSc2nnc(-c3cccs3)o2)c1
  1, 0.9, -0.1, -12.5, 1, -9.6, 1, 0.9, 0.9, -3.6
Cc1ccc(C(=O)N/C(=C\c2ccc([N+](=O)[O-])cc2)C(=O)NCCc2ccccc2)cc1
  1, 1, -2.0, -10.3, 1, -7.6, 1, 0.92, 1, -0.1
COc1ccc(/C=C2\SC(=S)NC2=O)cc1OS(=O)(=O)c1ccc(NC(C)=O)cc1
  1, 1.2, 3.8, 9.7, 1.1, 6.8, 1, 0.98, 1.3, -6.2
COc1ccc(OCC(=O)NNC(=O)CCc2ccccc2)cc1
  1, 1, -0.8, -65.9, 1, -9.1, 1, 1.01, 1, -2.4
CC(C)Oc1ccc(C(CC(=O)NCc2ccco2)c2ccccc2)cc1 (stereo not given)
  1, 0.9, -1.1, -2.6, 1, 16.6, 0.9, 1.15, 0.9, -3.3
CCN1C(=O)N/C(=C/c2cc(C)n(Cc3ccccc3)c2C)C1=O
  1.1, 0.9, -5.4, -3.1, 0.8, 47.2, 1, 1.11, 0.9, 23.8
C#CCNC(=O)C1=C[C@H](c2csc3ccccc23)C[C@H](OCCCCO)O1
  1, 0.8, -3.6, -5.8, 1, 5.7, 1, 1.13, 0.7, -2.7
Cc1cc(C)c(S(=O)(=O)NCc2cn3c(C)csc3n2)c(C)c1
  1.1, 1, -6.1, -8.9, 1.1, 5.1, 0.9, 1.1, 1, -7.5
CCCN(CCC)S(=O)(=O)c1ccc(NS(C)(=O)=O)cc1
  1, 0.9, -0.1, -10.9, 1.1, -7.0, 0.9, 1.1, 0.9, -5.4
O=C(CSCc1ccccc1F)NCc1ccc(F)cc1
  1, 0.9, 0.5, -1.0, 0.9, 0.3, 0.9, 1.1, 0.9, 9.5
Cc1ccc(CNc2cnccn2)cc1
  1.1, 1, -5.4, -12.8, 0.9, 13.5, 1, 1.08, 1, 11.1
CC(=O)NC(C)c1nc2ccccc2n1C(C)C (stereo not given)
  1, 1, -0.6, -9.6, 1.1, 8.0, 0.9, 1.11, 1, -8.2
Cn1c(=O)oc2cc(S(=O)(=O)N3CCN(c4ccccn4)CC3)ccc21
  1, 1.1, -3.6, -10.1, 1, 40.8, 0.8, 1.24, 1, -0.2
CC(=O)Nc1ccc(S(=O)(=O)N2CCN(Cc3cccs3)CC2)cc1
  1, 0.9, -3.7, -0.9, 1, -15.8, 1, 1.05, 0.9, -1.3
O=C(CSc1nnc(-c2ccccc2)c2ccccc12)NCC1CCCO1 (stereo not given)
  1, 1.2, 1.9, -8.7, 1, -3.8, 1, 1, 1.1, 1.7
O=C(NCc1cccnc1)C1CC(=O)N(c2ccc(F)cc2)C1 (stereo not given)
  1, 0.9, -0.5, -3.2, 1, 7.6, 1, 1.08, 0.9, 0.2
O=C(N/N=C/c1cc(Cl)ccc1O)c1ccc(Br)cc1
  1, 1.2, -2.7, -60.2, 0.9, -56.4, 0.9, 1.37, 1.2, 8.6
CC1(C)CC(=O)C(CCCN2C(=O)c3ccccc3C2=O)C(=O)C1
  1, 0.9, -2.2, -7.9, 1.1, -3.0, 1, 0.96, 1, -9.6

# More entries follow:
# Sequence of screens: TNAP act hiacc, PMI activator, TNAP inh hiacc, TNAP inh noacc, FLuc stim CS, APP 5'UTR act, bIAP act, NF-kB neuron act, PMI act satM6P, FLuc inhib CS
Cc1cccc(C)c1NC(=O)CSCC(=O)c1ccc(O)c(O)c1
  1, 0.8, 3.1, 5.8, 1, -2.2, 0.9, 0.69, 1, -4.3
COc1ccc(CCNc2oc(-c3ccccc3OC)nc2C#N)cc1
  1, 0.8, 0.8, -5.6, 1, 2.3, 1, 0.84, 0.9, 0.3
CCC(CC)c1nnc(NC(=O)/C=C/c2ccco2)s1
  1, 1, -3.2, -14.8, 1.1, 9.5, 1.1, 1.41, 1, -5.4
C=CCc1cccc2cc(C(=O)O)c(=O)oc12
  1, 1, -1.4, -11.5, 1.1, -13.4, 0.9, 1.28, 1, -8.2
COc1ccc(S(=O)(=O)N2CCCC(C(=O)Nc3ccc4c(c3)OCCO4)C2)cc1 (stereo not given)
  1, 0.9, -1.0, -6.3, 1.1, 36.2, 0.9, 0.63, 0.9, -5.8
COc1ccc(-c2n[nH]c(=S)n2CC(C)C)cc1
  1, 1, -3.2, 25.7, 1, 3.3, 1.1, 1.04, 1, -3.5
COc1ccccc1NC(=O)CN(Cc1ccccc1)S(C)(=O)=O
  1, 1, 3.1, -3.8, 1, 7.1, 1.1, 0.94, 1, -2.8
CC1(C)CC(=O)C(C=NCCCN2CCOCC2)=C(O)C1
  1.1, 1, -6.5, -7.8, 1, 3.4, 1, 1.1, 0.9, -1.0
Cc1c(C(=O)NCCC2=CCCCC2)oc2ccc(S(=O)(=O)N3CCC4(CC3)OCCO4)cc12
  1, 0.9, -3.1, 6.4, 1.1, -4.8, 1.1, 0.52, 0.9, -6.1
O=C(Nc1nc2ccccc2[nH]1)c1ccccc1
  1, 0.8, -1.2, -7.6, 0.1, 214.2*, 1.2, 3.22, 0.9, 88.2*
O=C(N=Nc1c(O)[nH]c2ccc(Br)cc12)c1ccccc1-n1cccc1
  1.1, 0.9, -10.9, -14.0, 1.1, -91.6, 1.1, 2.37, 1, -5.6
CCC1CCc2c([nH]c3ccccc3c2=O)O1 (stereo not given)
  1.1, 1, -6.0, -5.8, 1, -8.8, 0.9, 1.15, 1, -2.6
Cc1ccc(NC(=O)NNC(=O)c2sccc2-n2cccc2)cc1
  1, 1.1, -1.3, -23.7, 1, 23.6, 1.2, 1.05, 1.1, 1.8
COc1ccc(C2(CNC(=O)c3cccc([N+](=O)[O-])c3)CCOCC2)cc1OC
  1, 0.9, -1.9, 4.0, 1, 15.3, 1.2, 1.06, 1, -2.0
Cc1ccc(Oc2nnc(-c3cccs3)c3ccccc23)cc1
  1, 1.1, 3.5, -5.5, 1, -5.4, 0.9, 1.12, 1, 1.7
COc1ccccc1/C=C(\NC(=O)c1ccc(OC)c(OC)c1)C(=O)Nc1ccc([N+](=O)[O-])cc1
  1, 1, -2.6, -1.3, 1.1, -3.9, 1.1, 1.1, 0.9, -8.8
Cc1ccccc1N1C(=O)C(Cl)=C(N2CCCCCC2)C1=O
  1.1, 0.8, -7.0, -11.5, 1, -1.6, 0.9, 1.43, 0.8, -4.9
O=c1c2c(nc3cc(-c4cccc(Cl)c4)[nH]n13)CCCC2
  1.1, 0.8, -6.0, -4.1, 0.3, 157.8*, 1, 3.23, 0.9, 74.9*
C/C(=N\NC(=O)c1ccccc1)c1nc2ccccc2n1C
  1, 0.9, 1.7, -21.2, 1, -19.6, 0.8, 1.2, 0.9, -3.0
O=C(N/N=C1\CCc2ccccc21)c1ccccc1Cl
  1, 1.1, -1.3, -12.4, 0.7, 101.8, 0.9, 2.9, 1, 26.1
CC(C)c1ccc(OCc2cccc(C(=O)N/N=C/c3cccnc3)c2)cc1
  1, 0.8, -4.8, -9.5, 0.6, 102.9, 1, 2.01, 0.8, 42.4
Cn1nc(-c2ccc(Cl)cc2)nc2c(=O)n(C)c(=O)nc1-2
  1, 0.8, -1.2, -5.1, 0.9, 13.2, 0.9, 2.95, 0.9, 14.3
Cc1cc2nnc(SCC(=O)NCC3CCCO3)n2c2ccccc12 (stereo not given)
  1.1, 0.9, -5.0, -11.0, 1, -22.6, 1.2, 1, 0.9, -4.0
O=C(Nc1ccc(SC(F)F)cc1)c1ccccc1F
  1, 0.9, 1.0, -10.4, 0.8, 125.9, 1, 1.28, 1, 23.7
Cc1cccc(C)c1NC(=O)C(c1ccccc1)N1CC(=O)Nc2ccccc21 (stereo not given)
  1, 1.1, -0.4, -15.0, 1, 0.4, 1.1, 1.32, 0.9, 0.8
CC(=O)c1sc2nc(C)cc(C)c2c1N
  1, 1, -4.7, -25.2, 1, -9.8, 1, 1.23, 1, -1.6
Cc1noc(/C=C/N(C)C)c1S(=O)(=O)N1CCN(c2ccccc2)CC1
  1.1, 1, -8.0, -12.5, 1.1, x, 1, 0.92, 1, -6.3
O=C(/C=C/c1ccc(OCc2ccccc2)c(OCc2ccccc2)c1)c1cccnc1
  1, 1, 4.2, -18.5, 1, -11.2, 1, 1.03, 1, -4.8

# Compound profiles, from the list above:
# `CCC1CCc2c([nH]c3ccccc3c2=O)O1` (stereo not given) as listed: TNAP act hiacc = 1.1; PMI activator = 1; TNAP inh hiacc = -6.0; TNAP inh noacc = -5.8; FLuc stim CS = 1; APP 5'UTR act = -8.8; bIAP act = 0.9; NF-kB neuron act = 1.15; PMI act satM6P = 1; FLuc inhib CS = -2.6
# `O=c1c2c(nc3cc(-c4cccc(Cl)c4)[nH]n13)CCCC2` as listed: TNAP act hiacc = 1.1; PMI activator = 0.8; TNAP inh hiacc = -6.0; TNAP inh noacc = -4.1; FLuc stim CS = 0.3; APP 5'UTR act = 157.8*; bIAP act = 1; NF-kB neuron act = 3.23; PMI act satM6P = 0.9; FLuc inhib CS = 74.9*
